RBX1-CUL1 inh: blocks human RBX1-Cullin-1 di-ubiquitin formation | inhibition, % at 10 µM | AID 1347404 | 140,000 tested, 0.6% active | P62877+Q13616 | in vitro K48 di-Ub FRET, acceptor:donor ratio, 45 min; in the data active means inhibition above about 25%
Target sequence (P62877 whole entry, looked up): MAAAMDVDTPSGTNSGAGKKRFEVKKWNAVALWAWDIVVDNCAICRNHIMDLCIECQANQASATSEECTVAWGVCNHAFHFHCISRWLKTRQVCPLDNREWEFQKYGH
Target sequence (Q13616 whole entry, looked up): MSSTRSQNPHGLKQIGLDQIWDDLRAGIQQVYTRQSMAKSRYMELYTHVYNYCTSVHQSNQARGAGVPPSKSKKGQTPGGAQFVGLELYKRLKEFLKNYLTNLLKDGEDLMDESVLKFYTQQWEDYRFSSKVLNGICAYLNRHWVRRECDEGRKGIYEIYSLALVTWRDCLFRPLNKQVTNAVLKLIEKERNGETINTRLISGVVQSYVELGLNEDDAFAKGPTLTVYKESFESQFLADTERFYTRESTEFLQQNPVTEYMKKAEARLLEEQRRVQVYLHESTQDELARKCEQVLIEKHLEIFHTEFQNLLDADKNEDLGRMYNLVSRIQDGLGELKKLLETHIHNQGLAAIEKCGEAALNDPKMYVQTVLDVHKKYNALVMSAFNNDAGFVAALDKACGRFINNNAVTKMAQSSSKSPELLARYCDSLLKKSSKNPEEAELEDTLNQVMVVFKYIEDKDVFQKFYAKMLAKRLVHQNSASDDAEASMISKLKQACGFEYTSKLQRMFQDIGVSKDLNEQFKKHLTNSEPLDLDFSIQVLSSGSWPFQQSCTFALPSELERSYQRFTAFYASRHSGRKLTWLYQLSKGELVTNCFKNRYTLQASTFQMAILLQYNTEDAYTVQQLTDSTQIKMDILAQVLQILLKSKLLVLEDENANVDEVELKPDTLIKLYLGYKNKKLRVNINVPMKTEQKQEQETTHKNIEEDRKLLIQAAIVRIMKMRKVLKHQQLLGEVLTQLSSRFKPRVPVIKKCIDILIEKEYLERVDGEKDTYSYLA
* = called active by the depositor.

cpd	SMILES	RBX1-CUL1 inh
1	COCCN1CCN(C(=O)CC2(c3ccccc3C)CC(=O)N(Cc3ccncc3)C2=O)CC1 (stereo not given)	-2
2	Cc1ccc(C(C)C)c(OCC(=O)NCC2(N(C)C)CCCCC2)c1	-4
3	COc1ccc(S(=O)(=O)Nc2cc(Cl)ccc2O)cc1	-16
4	NC(=O)c1ccc2c(c1)CCN2S(=O)(=O)c1ccccc1	12
5	CCCCC(=O)Nc1ccc2c(c1)oc1ccccc12	4
6	CCOc1ccc(C(=O)Nc2ccc3nn(-c4ccc(OC)c(Cl)c4)nc3c2)cc1	-4
7	O=C(COc1ccc(N2CCN(c3ccccn3)CC2)nn1)NCCC(c1ccccc1)c1ccco1 (stereo not given)	-5
8	CCN(Cc1ccncc1)C(=O)c1cc(COc2ccc(F)cc2F)on1	-3
9	Cc1ccc(S(=O)(=O)NCCCCCC(=O)Nc2ccccc2C)cc1	2
10	CCOC(=O)C1=C(C)N=c2s/c(=C/c3cc4ccccc4n3Cc3ccccc3[N+](=O)[O-])c(=O)n2C1c1ccccc1 (stereo not given)	-12
11	COc1ccc(OCCCn2cc(/C=C3\C(=N)N4N=CSC4=NC3=O)c3ccccc32)cc1	15
12	Cn1cc(CN2CCCC2c2ccc(C(=O)Nc3cccc(F)c3F)s2)cn1 (stereo not given)	7
13	CCC12CN3CC(C)(CN(C1)C3c1c(C)n(C)c3ccccc13)C2=O (stereo not given)	-5
14	CSc1nnc2c(n1)OC(c1ccc(Br)o1)N(C(C)=O)c1ccccc1-2 (stereo not given)	-2
15	CCc1cc(C(=O)NC(C)c2ccc(OC)cc2)cs1 (stereo not given)	11

Grouped by structure, those above containing fluorine.
cpd	SMILES	RBX1-CUL1 inh
8	CCN(Cc1ccncc1)C(=O)c1cc(COc2ccc(F)cc2F)on1	-3
12	Cn1cc(CN2CCCC2c2ccc(C(=O)Nc3cccc(F)c3F)s2)cn1 (stereo not given)	7

(further entries)
cpd	SMILES	RBX1-CUL1 inh
16	C=CCn1c(CCC(O)CCCCC)n[nH]c1=S (stereo not given)	-6
17	COc1cccc2sc(NC(=O)CS(=O)(=O)c3ccc(C)cc3)nc12	6
18	O=C1c2ccccc2OC2c3ccccc3CCN12 (stereo not given)	2
19	Cc1cc(C)cc(NC(=O)CCCc2nc(-c3ccccc3Cl)no2)c1	-7
20	c1ccc(-n2ncc3c(N4CCCCC4)ncnc32)cc1	2
21	Cc1cc(CN(C)C(=O)C2(N(C)Cc3ccccc3)Cc3ccccc3C2)on1	4
22	Cc1cnc(NCc2cnc(-c3ccccc3)s2)nc1-c1cnn(C)c1	4
23	CCC1CCCCN1C(=O)CSc1nc2c([nH]c3ccccc32)c(=O)n1-c1ccc(OC)cc1 (stereo not given)	-6
24	COc1cccc(CC2CN(C(=O)c3sccc3Cl)CCO2)c1 (stereo not given)	9
25	CC1CCN(CC(=O)Nc2cccc(Cl)c2Cl)CC1	-1
26	CCOC(=O)c1[nH]nc(-c2ccc(C)cc2)c1C	2
27	Cc1c2oc3c(c2cc2c(-c4ccccc4)c(-c4ccccc4)c(=O)oc12)CCCC3	1
28	Cc1cc(C)cc(NC(=O)c2sc3nc[nH]c(=O)c3c2C)c1	-3
29	CN(CC(=O)NCc1ccccc1)C1CCCCC1	11
30	Fc1cccc(Cl)c1CNCc1ccccc1Cl	3
31	Cc1ccc(CNC(=O)c2cc(C)nc3c2c(C)nn3-c2ccc(C)cc2)cc1	2
32	CCOc1cc(OCC)n2nc(SCc3ccccc3)nc2n1	0
33	COCCNC(=O)CSc1nnc2[nH]c(=O)cc(C)n12	11
34	OCCN(C=NC1=NN(c2cccc(C(F)(F)F)c2)CC1)CCO	8
35	COCC(C)NC(=O)c1cc(Cn2ccc3ccccc32)[nH]n1 (stereo not given)	10
36	COc1ccc(C(C)C)cc1C(=O)O	-4
37	Cc1cccc(C(=O)NC2CCCc3nc(-c4cccnc4)ncc32)n1 (stereo not given)	2
38	CC(=O)Nc1ccc(N2CC(C(=O)N3CCc4ccccc4C3)CC2=O)cc1 (stereo not given)	-2
39	O=C(c1cc(-c2ccc(Cl)s2)nc2ccccc12)N1CCN(c2cccc(Cl)c2)CC1	11
40	Cc1cccc(C(C)C)c1NC(=O)c1ccc2c(c1)CCCN2S(C)(=O)=O	2
41	N#CCC(=O)N1CCN(c2ccc(Cl)c(Cl)c2)CC1	-3
42	CCOc1ccc(/C=N\NC(=O)C2CC2c2ccc(C(C)(C)C)cc2)cc1OCC (stereo not given)	-4
43	Cc1nn(CC(=O)NC2CCC(C)CC2)c(=O)c2c1sc1ccccc12 (stereo not given)	10
44	O=C(CCC(=O)c1cccs1)c1cccs1	-2
45	CCc1ccc(NC(=O)Cn2ccn(-c3cccc(Cl)c3)c(=O)c2=O)cc1	14
46	Cc1nc(NC(=O)NCC2COCCO2)nn1C (stereo not given)	7
47	O=S(=O)(Nc1ccccc1)c1ccc2c(c1)Cc1cc(S(=O)(=O)Nc3ccccc3)ccc1-2	4
48	Cc1nnc(NC(=O)C(C)Oc2ccc(Br)cc2Br)s1 (stereo not given)	5
49	COc1ccc(C(=O)NC(=S)Nc2ccccc2)cc1Cl	-4
50	CCC(=O)N1CCN(c2ccc(NC(=O)c3ccc4c(c3)OCO4)cc2Cl)CC1	3
51	CCOC(=O)C1(Cc2cccc(Cl)c2)CCCN(C(=O)c2cc(C)[nH]n2)C1 (stereo not given)	7
52	Cc1ccc(C)c(N(C)C(=O)c2cn(C)c(=O)c3ccccc23)c1	0
53	Cn1nnnc1SCc1cc(=O)[nH]c2ccccc12	1
54	CCC1CCCCN1C(=O)c1coc(COc2ccc(C)cc2OC)n1 (stereo not given)	-5
55	O=C(Nc1cc(F)ccc1F)c1cnn2c(C(F)F)cc(-c3ccccc3)nc12	-4
56	CCOC(=O)c1c(NC(=O)/C=C/c2cnn(C)c2)sc(C(C)=O)c1C	-1
57	CCCCn1c(=O)c2c(nc3n2C(C)C(C)=NN3)n(C)c1=O (stereo not given)	-2
58	Cc1ccc(Oc2nc3c(c(=O)n(Cc4ccccc4)c(=O)n3C)n2C)cc1C	-5
59	O=C(O)Cn1nnc(-c2ccc(OCc3cccc(C(F)(F)F)c3)cc2)n1	2
60	Cc1ccc(Cl)c(OCC(=O)N2CCC3(CC2)OCCO3)c1	-3
61	COc1cc(Br)cc(/C=N/NC(=O)CSc2nnc(-c3ccc(C)cc3)n2C)c1O	17
62	CCOc1cccc(CNc2ccc(O)cc2)c1OCc1ccc(Cl)cc1Cl	53*
63	CCC1=NN=C(c2ccc(F)cc2)C(c2c(C)[nH]c3ccccc23)N1O (stereo not given)	3
64	O=C1NC23c4ccccc4CC2(C1=O)c1ccccc1N3c1ccccc1 (stereo not given)	-6
65	O=C(Nc1ccc(Br)cc1)C1CCCN(S(=O)(=O)c2ccc(Br)s2)C1 (stereo not given)	-3
66	CCOc1ccccc1CNc1nc2nc(C)cc(C)n2n1	4
67	O=C(Nc1nc(Cl)cc(Cl)n1)Oc1ccccc1	-3
68	Clc1ccc(-c2nc(NCCCN3CCOCC3)c3ccccc3n2)cc1	10
69	CC(=O)c1cc(CN2CC[C@@H](N3CCN(c4ccccn4)CC3)[C@H](O)C2)cs1	5
70	COC(=O)c1scc(-c2ccc(C)cc2)c1S(=O)(=O)Nc1cc(Cl)ccc1C	3
71	Cc1cccc(OCc2nnc(SCC(=O)Nc3cccc(Cl)c3Cl)n2C)c1	-1
72	O=C1c2ccc(F)cc2C(=O)N1Cc1ccc(F)cc1	5
73	COc1ccc(NC(=O)CCS(=O)(=O)c2nc(-c3ccc4c(c3)OCO4)cc(C(F)(F)F)n2)cc1	9
74	COc1cc(/C=C2\N=C(c3cccc(I)c3)OC2=O)ccc1OC(C)C	9
75	O=C(O)CSCC(=O)Nc1ccc(-n2cnnn2)cc1	-2

Other compounds:
cpd	SMILES	RBX1-CUL1 inh
76	COc1ccc(F)c(CN2CCCC3(CCN(C(=O)CN4CCOC4=O)C3)C2)c1 (stereo not given)	4
77	COc1cccc(S(=O)(=O)NCC(=O)N2CCN(C(=O)c3ccco3)CC2)c1	10
78	CC(=O)c1ccc(NS(=O)(=O)c2ccc3[nH]c4c(c3c2)CCCCCC4)cc1	2
79	c1ccc(CCn2c(COc3ccccc3)nc3ccccc32)cc1	5
80	O=c1n(-c2cccc(Cl)c2)c(=O)n2n1CC=CC2	9
81	CCOCCCNC(=O)C(c1ccccc1)N(Cc1cccs1)C(=O)c1ccc(NC(C)=O)cc1 (stereo not given)	2
82	Cc1nn2c(=O)cc(COC(=O)c3ccccc3NC(=O)COc3ccccc3C)nc2s1	-2
83	COc1ccc(OCc2nnc(SCC(=O)Nc3ccc(F)cc3)n2C)cc1	-8
84	CNCCOc1cccc(-c2cccc(-c3ccn[nH]3)c2)c1	3
85	COc1ccc(CNC(=S)NC2CCCC2)cc1	11
86	c1ccc(-c2cn3ccc4ccccc4c3n2)cc1	-6
87	CCc1ccccc1-n1c(C)cc(/C=C2\C(=N)N3N=C(c4ccco4)SC3=NC2=O)c1C	-1
88	O=C(Cc1ccc(Br)cc1)Nc1nnc(COc2ccc(Cl)cc2)s1	2
89	COc1ccc(-c2ccc3c(N)c(C(=O)NC45CC6CC(CC(C6)C4)C5)sc3n2)cc1	8
90	O=C(c1ccccc1OC1CCN(CCCC(F)(F)F)CC1)N1CCCC1	11

From no. 76 as far as 79, as listed above:
cpd	SMILES	RBX1-CUL1 inh
76	COc1ccc(F)c(CN2CCCC3(CCN(C(=O)CN4CCOC4=O)C3)C2)c1 (stereo not given)	4
77	COc1cccc(S(=O)(=O)NCC(=O)N2CCN(C(=O)c3ccco3)CC2)c1	10
78	CC(=O)c1ccc(NS(=O)(=O)c2ccc3[nH]c4c(c3c2)CCCCCC4)cc1	2
79	c1ccc(CCn2c(COc3ccccc3)nc3ccccc32)cc1	5

More structures follow.
cpd	SMILES	RBX1-CUL1 inh
91	CCOC(=O)c1ccc(-c2ccccn2)nc1C	-2
92	C=CCNC1CC(=O)N(c2ccc(Oc3ccccc3)cc2)C1=O (stereo not given)	0
93	COc1ccc(-n2ncc3c2ncn2nc(-c4ccc(Cl)cc4Cl)nc32)cc1	-10
94	CCCCC1CCC(C(=O)N2CC(=O)Nc3ccc(Cl)cc3C2c2ccc(F)cc2)CC1 (stereo not given)	14
95	Cc1nn(-c2ccccc2)c2sc(C(=O)N/N=C/c3ccc(C(C)(C)C)cc3)cc12	-3
96	Cc1ccccc1CCC1CCCN(Cc2nc[nH]c2C)C1 (stereo not given)	7
97	Cc1ccc(NC(=O)CSc2nnc(-c3ccccc3Cl)o2)cc1	1
98	CCCC(=O)Nc1ccc2c(c1)ncn2C1CCCCC1	-4
99	Cc1cc(C)c2c(c1)OC(N1CCOCC1)C(C)(C)C2O (stereo not given)	7
100	CCOC(=O)NC(NC(=O)OCC)c1ccccc1Cl	2
101	C/C(=N\NC(=O)c1cc(C2CC2)nc2ccccc12)c1ccc(C(C)C)cc1	5
102	Cc1ccc(NC(=O)c2ccc(CSc3ncnc4nc[nH]c34)cc2)cc1	-12
103	COc1ccccc1C(=O)Nc1nc2ccc(S(=O)(=O)N3CCCC3)cc2s1	-3
104	C=CCn1c(SCC(C)=O)nc2sc(-c3ccccc3)cc2c1=O	-1
105	CCC(C)NC(=O)COc1cccc2ccccc12 (stereo not given)	3

Records listed above printed as active in RBX1-CUL1 inh.
cpd	SMILES	RBX1-CUL1 inh
62	CCOc1cccc(CNc2ccc(O)cc2)c1OCc1ccc(Cl)cc1Cl	53*

Continued:
cpd	SMILES	RBX1-CUL1 inh
106	O=C(CC1(O)C(=O)N(Cc2ccc(Cl)cc2)c2ccccc21)c1ccc(Br)cc1 (stereo not given)	-1
107	O=C(C1CCOCC1)N1CCCC(CCc2ccccc2)C1 (stereo not given)	-13
108	O=C(CNC(=O)c1ccccc1F)OCc1cc(=O)n2nc(C3CCCCC3)sc2n1	-13
109	CCc1ccc(S(=O)(=O)c2nnn3c2nc(NC(C)C)c2sccc23)cc1	8
110	Cc1ccccc1N1C(=O)NC(=O)CC1C (stereo not given)	-9
111	S=c1[nH]nc(Cn2nnc3ccccc32)n1-c1ccccc1	10
112	CC(C)CC(=O)Nc1nnc(S(=O)(=O)N(CC(C)C)c2ccccc2)s1	-9
113	NC(=O)[C@@H]1CCCN1c1ccc(-c2nc(CCCc3ccccc3)no2)cn1	4
114	CCOC(=O)c1cc2c(=O)n3ccccc3nc2n(CCOC)c1=NC(=O)c1c(-c2ccccc2Cl)noc1C	-5
115	C=C(C)CN(C)c1ccc(C(=O)N2CCC(CN3CCCC3=O)CC2)cn1	-2
116	COc1ccc(CNc2ncnc3onc(-c4ccc(F)cc4)c23)cc1	1
117	COc1ccc(NC(=O)Cc2noc3ccc(C)cc23)cc1	-3
118	COc1ccc(CCNC(=O)c2ccc3c(c2)N(Cc2ccc(C)cc2)CCS3)cc1OC	4
119	Cc1c(CN2CCc3onc(-c4ccc(Cl)cc4)c3C2)cnn1C	1
120	CC(=O)N1CCc2c(cnc(C)c2-c2noc(-c3c(C)nn(C)c3C)n2)C1	5

Part of the list above in order of heavy-atom count, low to high.
cpd	SMILES	RBX1-CUL1 inh
116	COc1ccc(CNc2ncnc3onc(-c4ccc(F)cc4)c23)cc1	1
115	C=C(C)CN(C)c1ccc(C(=O)N2CCC(CN3CCCC3=O)CC2)cn1	-2
108	O=C(CNC(=O)c1ccccc1F)OCc1cc(=O)n2nc(C3CCCCC3)sc2n1	-13

(more compounds)
cpd	SMILES	RBX1-CUL1 inh
121	O=c1[nH]c(-c2cccc([N+](=O)[O-])c2)nc2sc3c(c12)CCCC3	1
122	O=C(Nc1ccc(-c2cccc(F)c2)cc1)C1CCCN1Cc1ccncc1 (stereo not given)	-1
123	CC(=O)CSc1nnc(-c2cnn(-c3ccccc3)c2N)o1	0
124	C=CCn1nnc(NC(=O)c2ccc(Cl)c(Cl)c2)n1	2
125	CCCC(=O)Nc1ccc2nn(-c3ccc(CC)cc3)nc2c1	-7
126	O=C(NCCc1cccnc1)Nc1nnc(-c2ccc(F)cc2)s1	-6
127	CN(CCc1ccccc1)C(=O)CC1(c2ccccc2)CC(=O)N(Cc2ccc3c(c2)OCO3)C1=O (stereo not given)	-2
128	OCC1(Cc2cccc(C(F)(F)F)c2)CCN(Cc2ccc3ncccc3c2)CC1	3
129	CCOc1ccc(CNC(=O)c2ccc3c(c2)N(CC)CCS3)cc1	-7

An excerpt; count on the stated rates, not on these rows.
